Screens: PubChem BioAssay, The Scripps Research Institute Molecular Screening Center
CHO-K1 Ca antag – M1 antagonist counterscreen hit in parental CHO-K1 cells. ATP-induced calcium, Fluo-8 fluorescence. inhibition, % at 3 µM. 0.6% of 360,000 active. AID 602250;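 active = inhibition above a per-plate cutoff, the plate's mean sample inhibition plus 3 SD, cut at about 24% in these data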;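 note: 0% = DMSO plus EC80 ATP and 100% = DMSO alone without ATP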
M1 antag – human M1 muscarinic receptor antagonists, primary screen, CHO-K1 cells, Fluo-8 calcium fluorescence, 1536-well | Muscarinic acetylcholine receptor M1 (Homo sapiens), P11229 | CHO-K1 hM1, ACh EC80 antagonist | inhibition, % at 3 µM | 1.3% of 360,000 active | AID 588852, 2011;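 active = percent inhibition above its own plate's cutoff, namely the mean of that plate's compound wells plus 3 SD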;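 note: peak over basal fluorescence ratio during 140 s after agonist addition; 0% = ACh EC80 plus DMSO and 100% = DMSO alone without agonist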
OXTR potentiate – human OXTR potentiators, primary screen, fluorescence, CHO-OTR cells, Fluo-8 calcium | Oxytocin receptor (Homo sapiens), P30559 | Fluo-8 calcium fluorescence, potentiator mode; 0% = oxytocin EC15, 100% = EC100 | activation, % at 3 µM | 0.061% of 320,000 active | AID 2445, 2010;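 active = activation above that plate's cutoff, the mean activation of tested compounds plus 3 SD, cut at about 6.6% in these data, passing the limit was not always enough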;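 note: 100% uses oxytocin at 75 nM as the full agonist control; some results filed as inactive read as strong as hits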
Target sequence (P30559 whole entry, looked up): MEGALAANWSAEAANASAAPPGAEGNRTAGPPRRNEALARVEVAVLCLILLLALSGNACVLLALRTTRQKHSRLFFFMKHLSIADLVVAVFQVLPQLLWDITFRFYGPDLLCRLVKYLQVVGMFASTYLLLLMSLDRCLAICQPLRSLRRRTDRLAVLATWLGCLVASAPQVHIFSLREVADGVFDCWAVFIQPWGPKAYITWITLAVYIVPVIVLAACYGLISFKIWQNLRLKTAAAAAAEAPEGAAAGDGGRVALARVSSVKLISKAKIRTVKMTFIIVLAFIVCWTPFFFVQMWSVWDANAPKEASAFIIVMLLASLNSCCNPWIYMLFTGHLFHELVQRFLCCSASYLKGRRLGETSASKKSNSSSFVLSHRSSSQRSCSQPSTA
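Material: CHO-OTR cells, human receptor; compound dosing: single dose, 3.0 µM nominal final compound concentration; schedule: 6 min compound pre-incubation at room temperature, 100 s kinetic read; measured by: kinetic Fluo-8 calcium fluorescence; read-out basis: % activation vs EC15 and EC100 oxytocin; controls: EC15 oxytocin alone as 0%, 75 nM oxytocin as 100%; replicates: singlicate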
CHO parental Ca – ATP-evoked calcium signal inhibitors, parental CHO, primary screen, counter-screen for OX1R antagonist project, cell-based, fluorescence, Fluo-8 calcium dye; inhibition, % at 5.6 µM; parental CHO-K1, ATP-induced calcium, Fluo-8 fluorescence; 0.63% of 330,000 active;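 active = inhibition above that plate's mean sample inhibition plus 3 SD, cut at about 26% in these data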;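 note: 0% = ATP-challenged DMSO wells and 100% = DMSO wells without ATP; some compounds past the cut are filed as inactive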
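Material – parental CHO cells · Reagent – ATP stimulus · Compound – single nominal dose of 5.6 µM per compound · Detection – Fluo-8 fluorescence · Read-out basis – percent inhibition of calcium signal · Controls – ATP-challenged DMSO wells low, unchallenged DMSO wells high · Repeats – no replicates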
M1 PAM – human M1 muscarinic receptor positive allosteric modulators, primary screen, CHO-K1 cells, Fluo-8 calcium fluorescence, 1536-well; Muscarinic acetylcholine receptor M1 (Homo sapiens), P11229; CHO-K1 hM1, ACh EC20; 0% = ACh EC20, 100% = maximal ACh; activation, % at 3 µM; 0.088% of 360,000 active; AID 588819, 2011; in the data active = activation above about 19%, passing the limit was not always enough
M4 antag – human M4 muscarinic receptor antagonists, primary screen, CHO cells, Fluo-8 calcium fluorescence; Muscarinic acetylcholine receptor M4 (Homo sapiens), P08173; CHO-hM4 cells, ACh EC80; inhibition, % at 3 µM; 0.73% of 360,000 active; AID 624125, 2012;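 active = inhibition above its plate's cutoff, the mean inhibition of sample wells plus 3 SD, cut at about 27% in these data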;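 note: 0% = acetylcholine EC80 with DMSO and 100% = DMSO without agonist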
Target sequence (P08173 whole entry, looked up): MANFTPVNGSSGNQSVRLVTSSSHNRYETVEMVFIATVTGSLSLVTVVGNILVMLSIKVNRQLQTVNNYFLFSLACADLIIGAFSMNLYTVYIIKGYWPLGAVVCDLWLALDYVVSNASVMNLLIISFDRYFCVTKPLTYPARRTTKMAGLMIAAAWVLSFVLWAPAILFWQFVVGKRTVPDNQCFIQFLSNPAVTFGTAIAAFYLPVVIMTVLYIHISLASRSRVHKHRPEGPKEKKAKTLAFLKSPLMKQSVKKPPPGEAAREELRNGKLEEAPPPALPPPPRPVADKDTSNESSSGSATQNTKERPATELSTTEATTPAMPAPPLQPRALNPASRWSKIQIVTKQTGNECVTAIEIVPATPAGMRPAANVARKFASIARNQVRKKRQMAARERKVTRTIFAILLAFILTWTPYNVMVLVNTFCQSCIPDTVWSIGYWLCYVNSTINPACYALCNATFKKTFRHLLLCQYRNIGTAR
M4 ag – human M4 muscarinic receptor agonists, primary screen, CHO-K1 cells, Fluo-8 calcium fluorescence | Muscarinic acetylcholine receptor M4 (Homo sapiens), P08173 | CHO-K1 hM4/Gqi5; vehicle 0%, full acetylcholine response 100% | activation, % at 3 µM | 0.14% of 360,000 active | AID 624127, 2012;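 active = activation above the run mean over all test wells plus 3 SD, cut at about 32% in these data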;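 note: peak over basal fluorescence ratio per well then scaled between controls; 0% = DMSO wells and 100% = acetylcholine at EC100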
M1 ag – human M1 muscarinic receptor agonists, primary screen, Fluo-8 calcium fluorescence, CHO-K1 cells, HTS. Muscarinic acetylcholine receptor M1 (Homo sapiens), P11229. CHO-K1 hM1, agonist mode; 0% DMSO, 100% acetylcholine EC100. activation, % at 3 µM. 0.33% of 360,000 active. AID 588814, 2011;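 active = activation above the run's mean compound activation plus 3 SD, cut at about 16% in these data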;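 note: peak over basal fluorescence ratio within a 140 s kinetic read after compound addition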
M1 ag parental – counter-screen for M1 agonists: effect in parental CHO-K1 cells; activation, % at 3 µM; Fluo-8 calcium fluorescence; scaled to maximal ATP response, vehicle zero; AID 602248, 2012; 0.48% of 360,000 active; in the data active = activation above about 15%;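 note: untransfected CHO-K1 host cells lacking M1 receptor as counterscreen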
Numbers without * were called inactive; x = not tested or not shown.

#	structure	CHO-K1 Ca antag	M1 antag	OXTR potentiate	CHO parental Ca	M1 PAM
1	O=C(NNC(=O)c1ccc(O)c(Cl)c1)c1cccc(S(=O)(=O)N2CCOCC2)c1	-12	-17	5	-11	10
2	CCOc1ccccc1N1CCN(c2nc(N)c(C#N)c(CC#N)c2C#N)CC1	-2	10	-20	7	-3
3	CC(C)(C)NC(=O)C1CC(=O)OC12CCOC(C)(C)C2 (stereo not drawn)	-18	-7	4	-1	4
4	COc1cc(SC)ccc1C(=O)Nc1cccc(S(=O)(=O)NC2=NCCC2)c1	-5	-10	-2	-20	6
5	O=C(NCC1CCCO1)C1CCN(CC2CCCCC2)CC1 (stereo not drawn)	1	1	3	-1	1
6	C[C@@H]1O[C@@H](O[C@H]2[C@H](O)[C@@H](O)[C@H](Oc3c(-c4ccc(O)cc4)oc4cc(O)cc(O)c4c3=O)O[C@@H]2CO)[C@H](O)[C@H](O)[C@H]1O	17	1	-3	-3	-3
7	CC(OC(=O)c1cc[n+]([O-])cc1)C(=O)Nc1ccc(Cl)cn1 (stereo not drawn)	5	8	-7	-12	2
8	O=C(CSc1nnc(CNC(=O)c2c(F)cccc2F)o1)NCc1ccc(F)cc1	2	-18	-5	2	14
9	O=C(Cn1cnc2c(cnn2-c2ccccc2)c1=O)N1CCCc2ccccc21	-12	-12	-4	-16	8
10	Cc1ccccc1NC(=O)c1cccc(N2C(=O)C3C4CCC(C4)C3C2=O)c1 (stereo not drawn)	-6	-4	-1	-6	3

#	M4 antag	M4 ag	M1 ag	M1 ag parental
1	-12	1	-2	1.3
2	-4	17	-1	3.3
3	3	1	-4	0.7
4	8	6	-6	1.5
5	6	0	-4	0.5
6	4	-2	-3	-0.6
7	-7	10	-1	3.7
8	-10	1	-2	0.3
9	-5	7	-1	1.8
10	-15	6	-1	0.9

Reprinted from the part before: 2 compounds, followed by the next part.
#	structure	CHO-K1 Ca antag	M1 antag	OXTR potentiate	CHO parental Ca	M1 PAM
9	O=C(Cn1cnc2c(cnn2-c2ccccc2)c1=O)N1CCCc2ccccc21	-12	-12	-4	-16	8
10	Cc1ccccc1NC(=O)c1cccc(N2C(=O)C3C4CCC(C4)C3C2=O)c1 (stereo not drawn)	-6	-4	-1	-6	3
11	Cc1cc(C)cc(OCC(=O)NNC(=O)CCN2C(=O)c3ccccc3C2=O)c1	-13	-15	0	-11	11
12	C/C(=N\NC(=O)c1ccccc1)c1ccccc1F	-4	-2	-4	-3	11
13	C[C@H]1CN([C@@H](C)CO)C(=O)c2cccc(NC(=O)C3CC3)c2O[C@H]1CN(C)S(=O)(=O)c1cccs1	-30	-22	1	-16	10
14	CCC1=Nc2cc(C(=O)NCC3CCCO3)ccc2Sc2ccc(Br)cc21 (stereo not drawn)	-6	-16	-9	-34	15
15	N#Cc1nc(-c2cccc3ccccc23)oc1NCC1CCCO1 (stereo not drawn)	3	-15	-4	-8	5
16	COc1ccc2c(c1OC)C(=O)OC2Nc1nc(-c2cc3ccccc3oc2=O)cs1 (stereo not drawn)	15	6	-2	-4	2
17	COc1cccc(NS(=O)(=O)c2ccc3[nH]cc(C(=O)NCCC(C)C)c(=O)c3c2)c1	2	-2	-20	-2	0
18	COC(=O)[C@@H]1C[C@H]2CC[C@H](O)C[C@H]2N1Cc1ccccc1OC(=O)c1cccs1	-10	23	0	-15	-12
19	O=C(CSc1nnc(-c2ccc3c(c2)OCCO3)o1)N1CCCC1	-22	-20	-5	-5	3
20	COc1ccc(NC(=O)CSc2nnc3ccc(-c4ccccn4)nn23)c(OC)c1	3	-5	-4	-4	6

#	M4 antag	M4 ag	M1 ag	M1 ag parental
9	-5	7	-1	1.8
10	-15	6	-1	0.9
11	-14	2	-9	-0.7
12	5	0	-2	-0.4
13	-25	2	-3	1.2
14	-1	1	-1	2.2
15	-1	3	-6	0.4
16	-1	1	-8	0.3
17	6	0	-3	0.5
18	10	0	-5	0.1
19	-18	2	-5	1.1
20	1	0	-2	0.2

Later entries:
#	structure	CHO-K1 Ca antag	M1 antag	OXTR potentiate	CHO parental Ca	M1 PAM
21	CCNC(=O)COc1ncnc2scc(-c3ccc(F)cc3)c12	-18	-21	-2	-16	12
22	CCOc1ccc(-c2noc(CCCC(=O)NCC3CCCO3)n2)cc1OC (stereo not drawn)	0	-1	-3	-7	2
23	CC(=O)c1c(-c2ccccc2)c2cc(Cl)ccc2[nH]c1=O	-1	-7	-5	-19	9
24	O=C(c1ccco1)N1CCN(C(=O)c2cnn3cccnc23)CC1	-15	8	-5	-6	-3
25	Cc1ccc(C2(C)NC(=O)N(CC(=O)Nc3ccccc3C(=O)NC3CCCC3)C2=O)cc1 (stereo not drawn)	-8	-15	-5	-26	11
26	CC(=O)c1ccccc1OCCOCCOc1ccccc1C(C)=O	0	4	-12	-9	-9
27	CCOC(=O)CN1C(=O)SC(Nc2ccc(C)cc2)C1=O (stereo not drawn)	-13	4	-7	1	4
28	COc1ccc(-c2csc(NC(=O)CS(=O)(=O)c3ccccc3)n2)c(OC)c1	14	2	x	x	-6
29	CCCNC(=O)c1c(N)n(-c2cc(OC)cc(OC)c2)c2nc3ccccc3nc12	-11	-10	-11	-4	8
30	CCN(CC)C(=O)C(=O)N/N=C/c1ccc(Br)cc1	11	-1	3	-12	10

#	M4 antag	M4 ag	M1 ag	M1 ag parental
21	-5	1	-1	0.2
22	-1	2	-3	0.5
23	-16	0	-7	-0.3
24	0	1	-2	0.5
25	-11	4	-2	0.7
26	8	13	-6	8.8
27	-7	1	-4	0.7
28	-13	6	-2	1.5
29	-3	0	-3	1.1
30	1	7	0	0.5

3 of the entries above in order of the OXTR potentiate value, falling:
item	compound	OXTR potentiate
21	CCNC(=O)COc1ncnc2scc(-c3ccc(F)cc3)c12	-2
25	Cc1ccc(C2(C)NC(=O)N(CC(=O)Nc3ccccc3C(=O)NC3CCCC3)C2=O)cc1 (stereo not drawn)	-5
26	CC(=O)c1ccccc1OCCOCCOc1ccccc1C(C)=O	-12

(more compounds)
#	structure	CHO-K1 Ca antag	M1 antag	OXTR potentiate	CHO parental Ca	M1 PAM
31	CC(C)(C)c1ccc(S(=O)(=O)NCc2ccccn2)cc1	4	-12	3	-7	4
32	CC1CN(C(=O)COC(=O)c2nn(-c3ccccc3)c(=O)c3ccccc23)CC(C)O1 (stereo not drawn)	18	1	-10	-10	11
33	CCN(CC)CCn1c(=S)[nH]c2cc(C(=O)NCCc3ccc(OC)c(OC)c3)ccc2c1=O	-19	-1	x	x	-1
34	O=C(Nc1ccc(Cl)cc1)c1cc2nc(C3CC3)cc(C(F)(F)F)n2n1	-6	-9	-2	-12	13
35	CCOC(=O)c1sc(-c2ccc(Cl)cc2Cl)nc1O	-3	-14	-11	7	6
36	Cc1ccccc1C(=O)c1cccn1CC(=O)NCc1ccc2c(c1)OCO2	22	-14	-16	-8	9
37	CC(=O)C1=NOC2C(=O)N(c3ccccc3)C(=O)C12 (stereo not drawn)	-6	-16	-17	8	14
38	CCC(C)NC(=O)c1cn(CCOC)c(=O)c2c1c1ccccc1n2C (stereo not drawn)	11	-17	-10	-9	9
39	C=C(C)C(=O)OCC(C)C	-10	-12	1	-10	3
40	Cc1[nH]c2ccccc2c1C(=O)CN1CCCCC1CCO (stereo not drawn)	-11	-19	1	1	9

#	M4 antag	M4 ag	M1 ag	M1 ag parental
31	3	5	-2	2.8
32	-4	0	-2	-0.2
33	14	1	-8	0.0
34	-1	-1	-7	-0.1
35	-15	0	-4	0.9
36	-2	0	-3	-0.3
37	4	0	-1	0.2
38	-3	0	-4	-0.3
39	0	0	-5	-0.3
40	0	0	-7	0.4

The list goes on.
#	structure	CHO-K1 Ca antag	M1 antag	OXTR potentiate	CHO parental Ca	M1 PAM
41	Cc1ccc(NS(=O)(=O)N2CCOCC2)cc1	-4	-3	x	x	4
42	CCNC(=O)NC(C(=O)OC)C12CC3CC(CC(C3)C1)C2 (stereo not drawn)	7	-14	-5	-7	-1
43	CC(C)N1CCC(C)(C(=O)Nc2ccc(-n3cccc3)cc2)C1 (stereo not drawn)	-2	-6	x	x	9
44	CCCNC(=O)C1CC(=O)N(c2ccc(OCc3ccccc3)cc2)C1 (stereo not drawn)	8	0	x	x	-3
45	NS(=O)(=O)c1ccc(CCNS(=O)(=O)c2cccc3cccnc23)cc1	-12	-10	-6	15	8
46	O=C(c1oc(=O)c2ccccc2c1-c1ccccc1)N1CCOCC1	-14	-20	1	-16	6
47	COc1cc(CC(=O)C(=O)O)oc(=O)c1	15	15	x	x	-4
48	S=C(Nc1ccc(Cl)cc1)N1CCN(C2CCCCC2)CC1	-22	-11	0	-4	6

#	M4 antag	M4 ag	M1 ag	M1 ag parental
41	4	0	-3	0.8
42	6	0	-3	0.1
43	-13	4	-5	0.7
44	-12	5	1	2.5
45	-5	1	-4	0.3
46	3	1	-6	0.2
47	-2	0	-4	-0.3
48	4	3	-7	0.8
